PKM2 activator – qHTS Assay for Activators of Human Muscle isoform 2 Pyruvate Kinase | purified PKM2, Kinase-Glo ATP luminescence, activation; response scale: 0% is enzyme alone, no compound | Potency, µM (series often up to 57.5 µM), for the others: at the top dose activation, usual class: activators | 260,000 tested, 0.34% active | AID 1631, 2009; also: potency is read from the fitted curve at half-maximal effect; % is scaled to controls: 0 for no effect and ±100 for the full control effect; nearly all actives have a fitted effect of over 55% in size
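Purified hPK-M2 (>95% pure) converted ADP (0.1 mM final) to ATP with 0.5 mM PEP in 50 mM imidazole pH7.2, KCl, MgCl2, Tween 20, BSA; 1 h at room temperature. ATP detected by Kinase-Glo luminescence.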
FLuc modulator – qHTS profiling assay for firefly luciferase inhibitor/activator using purifed enzyme and Km concentrations of substrates (counterscreen for miR-21 project); Potency, µM (top dose mostly 57.5 µM), for the others: top-dose activity change, negative = inhibition, hits mostly inhibitors; purified FLuc, Km substrates, luminescence inhibition; Luciferin 4-monooxygenase (Photinus pyralis), P08659; 360,000 tested, 6.9% active;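 also: potency is read from the fitted curve at half-maximal effect; plate controls were vehicle for no effect and reference inhibitor for full effect; nearly all actives have a fitted effect of over 55% in size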
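Biochemical qHTS of compounds, final roughly 60 µM downward over six points, against 10 nM purified firefly luciferase using Km concentrations of substrates (10 uM D-luciferin, 10 uM ATP) in Tris acetate pH 7.5 buffer; luminescence output.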
KCNH2 3.1 inh – qHTS for Inhibitors of KCHN2 3.1: Mutant qHTS; Potassium voltage-gated channel subfamily H member 2, brain isoform KCNH2 3.1 (human); U2OS KCNH2 3.1, thallium flux FluxOr; stronger effect = lower value; activity change, % (tested at about 1.8 µM); 340,000 tested, 0.95% active; AID 720553, 2013;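 active = maximum activity change below -70%; inconclusive = maximum activity change from -70% to -50%; inactive = maximum activity change above -50%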;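 also: thallium influx rate constant from kinetic fluorescence after stimulation buffer; % is scaled to controls: 0 for no effect and ±100 for the full control effect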
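Virally transduced U2OS (3.1 isoform, 4 h infection in dark at RT) → overnight 37 C → FluxOr + Red40 in HBSS/HEPES, 45 min → stimulation buffer, 2 min kinetic read → rate constant vs DMSO controls.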
RORg inh – qHTS for inhibitors of ROR gamma transcriptional activity; Nuclear receptor ROR-gamma (Mus musculus), P51450; Drosophila S2 Gal4-RORgamma UAS-luciferase reporter, 20 h; Potency, µM (top dose mostly 53.6 µM), without a hit: top-dose activity change, negative = inhibition, usual class: inhibitors; 310,000 tested, 5.4% active; also: potency is read from the fitted curve at half-maximal effect; % is scaled to controls: 0 for no effect and ±100 for the full control effect; nearly all actives have a fitted effect of over 60% in size
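Stable Schneider cell line, Gal4 DNA-binding domain fused to ROR gamma, UAS-luciferase. Cmpd 1 hr RT → CuSO4 700 uM final → 20 hr RT → luciferase reagent 10 min → luminescence.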
Mito fusion act – qHTS Assay for Small Molecule Inhibitors of Mitochondrial Division or Activators of Mitochondrial Fusion. S. cerevisiae fusion-defective mutant growth rescue, CellTiterGlo 48 h. Potency, µM (top dose mostly 46.1 µM), inactives show at the top dose growth rescue (activation), actives largely listed as activators. 320,000 tested, 0.23% active. AID 485298, 2010;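 also: potency is read from the fitted curve at half-maximal effect; % of control where 0% means no effect; nearly all actives have a fitted effect of over 45% in size; temperature-sensitive fusion mutants such as fzo1-1 at 37 °C on non-fermentable ethanol glycerol medium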
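Yeast fusion mutant, YPEG (non-fermentable carbon), compound, 48 h at 37C non-permissive; CellTiterGlo added, 10 min RT, luminescence read. Rescued growth = division inhibition.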
Rab9 promoter act – qHTS Assay for Rab9 Promoter Activators | Huh7 Rab9 promoter-luciferase reporter, luminescence, 24 h | 320,000 tested, 2.8% active | Potency, µM (titrated, usually from 9.22 µM), for inactives: at the highest dose activation, negative = inhibition, usual class: activators; also: potency is read from the fitted curve at half-maximal effect; % of control where 0% means no effect; nearly all actives have a fitted effect of over 60% in size
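Promoter activation is measured as luciferase luminescence in Huh7 cells stably transfected with a Rab9 promoter–luciferase construct, following 24 h compound exposure at 37 °C and 10 min reagent incubation at ambient temperature.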
VP16 counter – VP16 counterscreen qHTS for inhibitors of ROR gamma transcriptional activity | Drosophila S2 Gal4-VP16 UAS-luciferase, luminescence, 20 h | AID 2546, 2010 | 310,000 tested, 3.5% active | Potency, µM (titrated, usually from 53.6 µM), inactives show at the highest dose activity, negative = inhibition, most hits filed as inhibitors;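 also: Gal4-VP16 expression switched on by copper sulfate through the metallothionein promoter; potency is read from the fitted curve at half-maximal effect; % is scaled to controls: 0 for no effect and ±100 for the full control effect; nearly all actives have a fitted effect of over 50% in size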
MBNL1-CUG inh – qHTS Assay for Inhibitors of MBNL1-poly(CUG) RNA binding | TR-FRET MBNL1-His/biotin-(CUG)12 binding, 665/545 ratio | AID 2675, 2010 | 280,000 tested, 0.036% active | Potency, µM (doses to about 57.5 µM), without a hit: top-dose activity change, negative = inhibition, usual class: inhibitors; active = well fitted inhibition curve with a large enough effect in the signal ratio, with a control signal flat, not every such curve was filed as active; inconclusive = small, poorly fitted or top-dose-only effect, or effect the other way, or a change in a side signal; inactive = no such curve, though single readings can be large or run the other way; the % refers to the signal ratio; also: potency is read from the fitted curve at half-maximal effect; % is scaled to controls: 0 for no effect and ±100 for the full control effect
Target sequence (Q9NR56 whole entry, looked up): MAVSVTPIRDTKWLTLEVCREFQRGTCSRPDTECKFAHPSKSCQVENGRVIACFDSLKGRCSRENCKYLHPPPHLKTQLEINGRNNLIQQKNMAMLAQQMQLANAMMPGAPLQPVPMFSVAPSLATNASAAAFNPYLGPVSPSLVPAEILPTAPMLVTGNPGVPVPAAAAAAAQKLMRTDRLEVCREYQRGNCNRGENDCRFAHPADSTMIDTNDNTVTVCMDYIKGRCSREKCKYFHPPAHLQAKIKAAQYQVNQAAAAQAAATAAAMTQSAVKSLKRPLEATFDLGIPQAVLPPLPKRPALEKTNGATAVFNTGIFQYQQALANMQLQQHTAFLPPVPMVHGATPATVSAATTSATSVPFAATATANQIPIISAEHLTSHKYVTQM
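Ratiometric TR-FRET (665 over 545 nm, excitation 340 nm) tracks disruption of MBNL1-His/biotin-(CUG)12 complex after 60 min at room temperature, with compounds at 92 nM to 58 uM final.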
Menin MLL FP TR – qHTS Assay for Inhibitors Targeting the Menin-MLL Interaction in MLL Related Leukemias: Competition With Texas Red Labeled MLL-derived Mutant Peptide. O00255. 270,000 tested, 0.23% active. Menin + Texas Red MLL mutant peptide, fluorescence polarization. AID 1768, 2009. Potency, µM (titrated, usually from 61.6 µM), for inactives: at the top dose FP activity change, negative = inhibition, actives largely listed as inhibitors; active = well fitted inhibition curve with a large enough effect in the polarisation, with a control signal flat, not every such curve was filed as active; inconclusive = small, poorly fitted or top-dose-only effect, or effect the other way, or a change in a side signal; inactive = no such curve, though single readings can be large or run the other way; the % refers to the polarisation; also: potency is read from the fitted curve at half-maximal effect; % of control where 0% means no effect; many of its hits are not listed in these tables
Target sequence (O00255 whole entry, looked up): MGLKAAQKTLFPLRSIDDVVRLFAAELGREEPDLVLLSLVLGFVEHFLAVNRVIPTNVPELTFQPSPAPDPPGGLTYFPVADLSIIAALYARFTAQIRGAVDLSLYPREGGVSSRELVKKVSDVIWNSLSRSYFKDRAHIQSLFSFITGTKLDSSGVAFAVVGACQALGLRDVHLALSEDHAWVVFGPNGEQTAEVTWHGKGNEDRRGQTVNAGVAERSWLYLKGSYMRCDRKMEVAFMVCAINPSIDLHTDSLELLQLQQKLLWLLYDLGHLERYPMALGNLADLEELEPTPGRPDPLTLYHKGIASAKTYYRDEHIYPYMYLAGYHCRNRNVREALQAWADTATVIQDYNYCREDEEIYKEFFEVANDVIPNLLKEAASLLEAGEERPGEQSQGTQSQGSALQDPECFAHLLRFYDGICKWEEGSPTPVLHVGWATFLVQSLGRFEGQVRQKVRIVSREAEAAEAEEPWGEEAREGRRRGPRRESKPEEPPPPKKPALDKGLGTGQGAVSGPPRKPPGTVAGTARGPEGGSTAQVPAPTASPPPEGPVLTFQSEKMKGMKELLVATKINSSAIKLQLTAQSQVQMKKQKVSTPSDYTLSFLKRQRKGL
NPC1 promoter act – qHTS Assay for NPC1 Promoter Activators | Huh7 NPC1 promoter luciferase reporter, 24 h | 320,000 tested, 2.4% active | Potency, µM (series often up to 9.22 µM), without a hit: top-dose activation, most hits filed as activators;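 also: potency is read from the fitted curve at half-maximal effect; % of control where 0% means no effect; nearly all actives have a fitted effect of over 60% in size; reporter is driven by a mutant NPC1 promoter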
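Compounds in DMSO were transferred onto Huh7 NPC1-luciferase reporter cells pre-incubated 2 h; after 24 h at 37 °C, Amplite reagent was dispensed and luminescence recorded 10 min later.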
ELG1 repair inh – qHTS screen for small molecules that inhibit ELG1-dependent DNA repair in human embryonic kidney (HEK293T) cells expressing luciferase-tagged ELG1. HEK293T ELG1-luciferase reporter, luminescence, 16 h; DNA damage induced by 5-fluorouridine. Potency, µM (top dose mostly 46.1 µM), without a hit: at the highest dose activity change, negative = inhibition, hits mostly inhibitors. 330,000 tested, 2.3% active; also: potency is read from the fitted curve at half-maximal effect; % is scaled to controls: 0 for no effect and ±100 for the full control effect; nearly all actives have a fitted effect of over 55% in size
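5-Fluorouridine DNA damage + compound/DMSO, 2,000 cells/well, 16 h, 37 °C/5% CO2. ONE-Glo, 30 min RT, luminescence. Readout = decrease in reporter signal.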
Active calls of the source: *; ? = inconclusive; . = not tested or not shown; & = joins results of further samples; [ ] = remark or other dose. Unless noted, calls follow the shape of the dose curve; as a rule, active = well fitted curve in the direction sought with a large enough effect; inconclusive = small, poorly fitted or top-dose-only effect, or another doubt; inactive = no such curve, though single readings can be large; an effect the other way counts as inactive or inconclusive.

Order of results: PKM2 activator, FLuc modulator, KCNH2 3.1 inh, RORg inh, Mito fusion act, Rab9 promoter act, VP16 counter, MBNL1-CUG inh, Menin MLL FP TR, NPC1 promoter act, ELG1 repair inh
1	O=C(c1cc2ccccc2o1)N1CCCCCC1
→ -27%, ?, 13, 42%, 7%, 29%, -12%, -8%, -1%, 28%, ?
2	O=S(=O)(NC1CCCC1)c1ccccc1Br
→ -8%, 1%, -9, 12%&21%, -6%, 2%, 1%&-1%, -7%, 0%, -4%, 0%
3	CCOc1cc(CN2CCCC(C(=O)c3cccc(C(F)(F)F)c3)C2)ccc1O (centres undefined)
→ -9%, -4%, -47, 1%, 3%, -9%, -5%, 1%, -12%, -5%, 7%
4	COC(C(=O)NNS(=O)(=O)c1ccc([N+](=O)[O-])cc1)c1ccccc1 (centres undefined)
→ ., 1%, -4, 7%, -1%, 9%, 20%, ?, ., -1%, 0%
5	CCN(C(=O)COC(=O)c1cnc(C)cn1)C1CCS(=O)(=O)C1 (centres undefined)
→ ., -3%, -3, ., -5%, 2%, ., ., ., 2%, 3%
6	COc1ccccc1NC(=O)COc1cccc(-n2cnnn2)c1
→ -1%, 0%, 6, 29%, -4%, 2%, -9%, -2%, 3%, -3%, -14%
7	Cn1c(NCc2ccccc2)cc(=O)n(C)c1=O
→ -1%, 0%, 15, 4%, -3%, -5%, -1%, -6%, 6%, -2%, 6%
8	COc1ccc(/C=C(/NC(=O)c2ccco2)C(=O)NCCc2ccccc2)cc1
→ ., 7%, 1, -14%, -7%, -8%, 1%, 6%, ., -6%, -4%
9	Cc1cc(C)c2c(CC(=O)Nc3ccc(Cl)cn3)coc2c1
→ -20%, 1%, -17, 1%, -8%, -1%, 1%, -9%, -8%, -1%, -8%
10	COc1c(Cl)cc(Cl)cc1C(=O)Nc1ccc(NC(C)=O)cc1
→ 0%, ?, 7, 2%, 1%, -14%, -6%, 5%, 9%, -6%, ?
11	Cc1ccc(NC(=O)CCNS(=O)(=O)c2cc(Br)cnc2N)cc1Cl
→ 1%, -6%, -3, 21%, -8%, -7%, -1%, 26%, ?, -3%, -17%
12	CO/N=C/NC(=O)c1cn(-c2ccc(F)cc2)c(=O)c2ccccc12
→ 4%, -2%, -6, 5%, -2%, 4%, -6%, -14%, -35%, -3%, -8%
13	CCOc1ccc(C(=O)CN2C(=O)NC3(CCCCCC3)C2=O)cc1
→ ., -13%, -19, ., 8%, 18%, ., ., ., -1%, 20%
14	Cc1cc(NC(=O)c2ocnc2C)no1
→ -12%, 2%, 0, -7%, 3%, 20%, 14%, 14%, 2%, 6%, ?
15	CC(C)(C)c1ccc(Oc2coc3cc(OCC(=O)O)ccc3c2=O)cc1
→ ., 2.1µM*, -1, -28%, -6%, -11%, -24%, 4%, 16%, 1%, ?
16	Cc1ccc(S(=O)(=O)N2CCC(C(=O)NCCCN3CCCCCC3)CC2)cc1
→ 4%, 6%, -25, 4%, 1%, -8%, -2%, 2%, -11%, -4%, 3%
17	Cc1ccccc1OCC(O)Cn1c(N2CCN(c3ccccc3)CC2)nc2c1c(=O)[nH]c(=O)n2C (centres undefined)
→ -6%, -1%, 19, 34%, -1%, -1%, -10%, -11%, ?, -1%, ?
18	O=C(Nc1cccnc1)c1noc2c1CCCC2
→ -12%, ?, -3, 29%, 5%, ?, -8%, -11%, -15%, ?, ?
19	CN(C)c1ccc(CNCCC2(O)CCOC(C)(C)C2)cc1 (centres undefined)
→ 8%, 0%, 0, 2%, -3%, -4%, 0%, -3%, -26%, -4%, 3%
20	Cc1ccc2nc(/C(C#N)=C\c3ccc(N4CCCCC4)c([N+](=O)[O-])c3)[nH]c2c1
→ 9%, -17%, 9, ?, -5%, ., -13%, ?, ?, ., .
21	O=S(=O)(Nc1cc(S(=O)(=O)N2CCOCC2)ccc1O)c1ccc2c(c1)OCCCO2
→ ., -18%, 3, ., 1%, -5%, ., ., ., -11%, ?
22	CCOc1ccc(C(C(=O)NCC2CCCO2)N(Cc2ccccc2)C(=O)c2snc(C(N)=O)c2N)cc1 (centres undefined)
→ ., 0%, -4, 42%, 0%, 2%, 4%, 16%, -8%, 0%, ?
23	O=C(O)CCCC(=O)Nc1ccc(N2CCCC2)cc1
→ 0%, 15µM*, 10, -37%, -3%, 6%, -17%, 7%, -5%, 4%, 10%
24	COc1ccc(NC(=O)c2sc3nc(C)nc(N4CCN(c5ccccn5)CC4)c3c2C)cc1Cl
→ 0%[0.46 µM], 0%, -114*, 0%, -34%[inhibitor], 0%, -5%, 18%, 13%, -16%, 3.3µM*
25	Cc1cc2ccccc2c(=O)n1CC(=O)NCC(=O)N1CCCC(C)C1 (centres undefined)
→ -4%, -1%, 4, 0%, -3%, -4%, -11%, 4%, 7%, -2%, 0%
26	COc1ccc(NC(=O)CN(C)C(=O)c2cc(C3CC3)nn2-c2ccccc2)cc1
→ ., ., -5, ., 8%, -2%, ., ., ., -3%, -19%
27	O=c1[nH]n(-c2ccccn2)c(=O)c2ccccc12
→ -3%, 2%, -10, -36%, -1%, -4%, 1%, 13%, -17%, 6%, ?
28	CC(=O)c1cnc2c(-c3ccccc3)c(-c3ccccc3)nn2c1C
→ -13%[11.5 µM], 10%, 6, -30%, -1%, -5%, -4%, -13%, 18%, -2%, -11%
29	COc1ccc(OC)c(NS(=O)(=O)c2ccc3c(c2)n(C)c(=O)n3C)c1
→ 13%, -1%, 5, -2%, 1%, 28%, 4%, -3%, -21%, 3%, 28%
30	CC1CCc2[nH]c3ccc(C(=O)NCCCOC(C)C)cc3c2C1 (centres undefined)
→ 3%, ?, -24, 21%, -2%, 1%, 3%[10 µM], 0%, 7%, -2%, 6%
31	Cc1ccc(CNC(=O)CNS(=O)(=O)c2ccc(Br)s2)cc1
→ 3%, 2%, 3, 12%, 1%, -6%, -9%, 2%, ?, 1%, 13%
32	Cc1ccc(C)c(S(=O)(=O)N(C)C2CCS(=O)(=O)C2)c1 (centres undefined)
→ ., 3%, -27, ., -2%, -29%, ., ., ., -2%, 13%
33	N[C@@H](Cc1ccccc1)c1nnc(SCc2ccccc2F)o1
→ -5%, -6%, -15, 18%, -1%, -3%, -1%, -8%, -5%, -3%, ?
34	Nn1c(SCC(=O)N2CCc3ccccc3C2)nnc1-c1cccs1
→ -5%, -3%, 12, 5%, 1%, 5%, -7%, -3%, ?, 1%, 0%
35	COc1cc2cnc(-c3ccccc3)c(-c3cc(OC)c(OC)c(OC)c3)c2cc1OC
→ ., 5%, 31, ., -2%, -11%, ., ., ., -8%, 9.2µM*

Given as labelled records: entries from further up
24) COc1ccc(NC(=O)c2sc3nc(C)nc(N4CCN(c5ccccn5)CC4)c3c2C)cc1Cl
- PKM2 activator: 0%[0.46 µM]
- FLuc modulator: 0%
- KCNH2 3.1 inh: -114*
- RORg inh: 0%
- Mito fusion act: -34%[inhibitor]
- Rab9 promoter act: 0%
- VP16 counter: -5%
- MBNL1-CUG inh: 18%
- Menin MLL FP TR: 13%
- NPC1 promoter act: -16%
- ELG1 repair inh: 3.3µM*

25) Cc1cc2ccccc2c(=O)n1CC(=O)NCC(=O)N1CCCC(C)C1 (centres undefined)
- PKM2 activator: -4%
- FLuc modulator: -1%
- KCNH2 3.1 inh: 4
- RORg inh: 0%
- Mito fusion act: -3%
- Rab9 promoter act: -4%
- VP16 counter: -11%
- MBNL1-CUG inh: 4%
- Menin MLL FP TR: 7%
- NPC1 promoter act: -2%
- ELG1 repair inh: 0%

Screening results as filed in PubChem BioAssay.

The list is partial, so the mix of outcomes need not match the whole.
